PAX8 reporter – lowers PAX8-driven luciferase in RMG-I cells. RMG-I TPO-luciferase reporter, SteadyGlo, 24 h. actives 1.2% (n = 360,000). inhibition, % at 12.6 µM. AID 652154;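 active = mean replicate inhibition at least 60% with every replicate also reaching 60%; inconclusive = only one of the two criteria is met; inactive = mean below 60% and not all replicates reaching 60%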;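 also: luciferase light reporting Pax8 driven TPO promoter activity; plate controls were median of neutral control wells for no effect and mitoxantrone controls for full effect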
CASP6 VEID inh – blocks human caspase-6 cleavage activity. P55212. purified caspase-6, Z-VEID-R110 cleavage fluorescence. inhibition, % at 12.5 µM. actives 0.53% (n = 350,000). AID 686996;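 active = mean inhibition across replicates at least about 35%, with every replicate also reaching that limit, limit read from the data; inconclusive = only one of the two criteria met; inactive = neither criterion met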;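 also: 0% = median of neutral control wells and 100% = no fluorescence left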
Target sequence (P55212 24-179 limits assumed): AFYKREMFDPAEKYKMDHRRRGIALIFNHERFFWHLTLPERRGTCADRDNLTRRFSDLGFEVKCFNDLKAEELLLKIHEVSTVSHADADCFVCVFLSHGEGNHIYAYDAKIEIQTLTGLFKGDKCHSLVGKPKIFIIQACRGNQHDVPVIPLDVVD
Target sequence (P55212 194-293 limits assumed): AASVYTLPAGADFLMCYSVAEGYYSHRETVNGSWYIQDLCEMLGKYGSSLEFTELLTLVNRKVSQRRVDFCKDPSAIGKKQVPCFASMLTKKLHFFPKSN
FN deposition inh – fibronectin deposition inhibition. AH1F fibroblasts, Alexa488-fibronectin deposition fluorescence, overnight. inhibition, % at 12.6 µM. actives 0.086% (n = 350,000). AID 743247;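 active = mean inhibition across replicates of 30% or more, regardless of how many single replicates reach that level; inconclusive = mean under 30% yet at least half of replicates reach 30%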;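 also: positive control wells lacked labelled fibronectin entirely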
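Schedule: 1 h cell adhesion before compound, then overnight fibronectin incubation; test system: AH1F fibroblast monolayer depositing Alexa488-labelled fibronectin into matrix; quantity: 10000 AH1F cells per well; probe or stimulus: fluorescent fibronectin at 24 nM final; signal: fluorescence, ex 485 nm, em 525 nm; evaluation: percent inhibition as loss of matrix-bound fibronectin fluorescence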
Cneo AK release – Cryptococcus neoformans lysis via adenylate kinase release; actives 0.2% (n = 360,000); lysis activity, % at 15 µM; C. neoformans lysis, adenylate kinase release luminescence, 4 h; normalised: neutral wells 0, clomiphene wells 100;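 active = mean lysis activity across replicates of at least 80%, whatever share of replicates individually reach that level; inactive = mean lysis activity below 80%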
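Material: C. neoformans cells | Amount: Yeast cell density of 5 × 10^6 cells/mL | Medium: Fresh YPD growth medium | Dosing: Single dose | Times: Static 4 h at 37 °C with compound, 1 h detection | Detection: AK luminescence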
EWS-Fli block – blocks EWS/Fli oncoprotein-driven transcription; actives 0.67% (n = 350,000); A673 NR0B1-luciferase reporter, viability-normalised; inhibition, % at 12.6 µM;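 active = mean inhibition of at least 50% after viability correction, with every replicate also passing that limit; inconclusive = mean reaches 50% but only one of two replicates passes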;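 also: firefly luciferase signal divided by Alamar Blue viability fluorescence both relative to DMSO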
LGR2 antag – blocks bursicon-induced cAMP signaling via Drosophila LGR2 | HEK293 LGR2, CRE-luciferase, bursicon-stimulated, 4 h | inhibition, % at 9.99 µM | actives 0.35% (n = 380,000) | AID 720647;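 active = drop in luminescence signal, shown as inhibition above about 50% in the replicate tests, limit read from the data, passing the limit was not always enough; inconclusive = probably only some replicates passing the limit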;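 also: agonist challenge used bursicon conditioned medium at about half maximal strength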
miR-122 sensor – blocks miR-122 activity in Huh7 sensor cells. Huh7 miR-122 Renilla luciferase sensor, 48 h; neutral wells = 0, positive control = 100. activation (reporter increase), % at 12.5 µM. actives 0.3% (n = 340,000);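 active = mean replicate activation score at least 90 and every replicate individually at or above 90; inconclusive = only one of the two criteria met; inactive = neither criterion met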;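 also: higher luciferase means less miR-122 activity so hits act as miR-122 inhibitors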
PGC1a acetyl inh – lowers PGC1a acetylation signal in U2OS cells | AlphaScreen anti-acetyl-lysine; with virally co-expressed GCN5 acetyltransferase | inhibition, % at 15.6 µM | actives 0.17% (n = 350,000) | AID 651687;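 active = every replicate shows inhibition of at least 40%; inconclusive = mean inhibition at least 40% but some replicate below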;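 also: 0% = neutral control wells and 100% = positive control wells; some results beyond the cut were filed as inactive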
An asterisk follows results filed as active; ? = inconclusive; . = no result given; [ ] = dose if it differs, or a comment. Compounds as they come. About 2.5% of those tested had a hit in this group.

SMILES | PAX8 reporter | CASP6 VEID inh | FN deposition inh | Cneo AK release | EWS-Fli block | LGR2 antag | miR-122 sensor | PGC1a acetyl inh
CCOc1ccc2nc(SCC(=O)Nc3nonc3C)[nH]c2c1 | 16 | 6 | 6 | . | -3 | 0 | . | -1
Cc1ccc(C(=O)NC(C)c2ccccc2)cc1Br (stereo unspecified) | 6 | 0 | -4 | . | 0 | 32 | -2 | -11
CC(C)c1ccc2oc(=O)cc(CN3CCN(Cc4ccccc4)CC3)c2c1 | -40 | 1 | 0 | 2 | 1 | 10 | 10 | 2
Cn1c(Cn2c(=O)sc3ccccc32)nnc1SCC(=O)NCc1ccc2c(c1)OCO2 | 6 | -4 | -24 | -1 | -4 | 11 | -5 | 0
CC=Cc1ccc2n(c1=O)C[C@H]1[C@H](CO)[C@@H](C(=O)N[C@H](C)c3ccccc3)N(C(=O)c3cnccn3)[C@@H]21 (mixture of isomers) | 4 | -4 | . | -2 | 1 | -15 | . | .
CN1CCN(C(=O)C[C@H]2C[C@H]3c4cc(NS(=O)(=O)c5ccc(F)cc5)ccc4O[C@H]3[C@H](CO)O2)CC1 | 3 | . | -1 | -4 | -4 | -19 | 5[16.7 µM] | 6
O=C(NCC[C@H]1CC[C@@H](NS(=O)(=O)c2cccc(Cl)c2)[C@H](CO)O1)c1cnccn1 | -3 | -12 | -6 | 54 | -1 | -1 | . | 3
Fc1ccccc1CN1CCCCCCC1 | . | . | -12 | 0 | . | . | -3 | -1
O=C(c1ccc(NC(=O)C2(c3ccccc3)CCCC2)cc1)N1CCOCC1 | 15 | 1 | -2 | -2 | 5 | -2 | 8 | 5
Cc1noc(C)c1S(=O)(=O)N(C)C[C@@H]1OCc2cn(nn2)CCCC(=O)N([C@@H](C)CO)C[C@@H]1C | 32 | 1 | -4 | 51 | -4 | 19 | -2[16.7 µM] | 6
OC(COc1cccc(OCC(O)CN2CCCC2)c1)CN1CCCC1 (stereo unspecified) | . | . | 3 | 6 | . | . | 4 | -1
CCOc1ccc(S(=O)(=O)N2CCC(C(=O)N3CCN(c4ccccc4F)CC3)CC2)cc1C | 38 | 1 | 4 | 1 | 23 | 4 | . | 12
CN1c2ccc(-c3ccc(F)cc3)cc2[C@H]2[C@H](CCN2S(=O)(=O)c2cccc(F)c2)[C@H]1CO | 4 | 3 | -23 | 104* | ? | 1 | 144*[16.7 µM] | 11
C[C@@H]1CN([C@@H](C)CO)C(=O)c2cc(NS(=O)(=O)c3ccc(Cl)cc3)ccc2O[C@H]1CN(C)S(=O)(=O)c1cn(C)cn1 | . | -1 | . | 2 | -5 | 8 | -15[16.7 µM] | -9
Cc1ccc(S(=O)(=O)N(C)C[C@@H]2Oc3ccc(NS(=O)(=O)c4cccs4)cc3C(=O)N([C@H](C)CO)C[C@H]2C)cc1 | 0 | . | . | -3 | -25 | -6 | -3[16.7 µM] | 15
Cc1ccc(-c2ccc(/C=C/C(=O)c3ccccc3)o2)cc1 | -4 | 2 | 9 | 2 | -6 | . | -4 | .
CCOC(=O)/C(=N\NC(=O)c1ccccc1)c1ccccc1 | . | -2 | . | 1 | . | -8 | -4 | .
O=C(COCC(=O)N/N=C/c1ccccc1F)N/N=C/c1ccccc1F | 5 | -3 | 1 | 0 | -5 | -13 | -2 | -2
CC(C)N(CCc1ccncc1)C(=O)Nc1ccc(F)cc1 | 8 | -1 | 0 | -6 | -3 | -15 | -9 | -16
O=C(NC1CCCCC1)c1cccnc1Sc1ccccc1Cl | 4 | 1 | 4 | 7 | 0 | -10 | 3 | 1
CC1(C(=O)NS(=O)(=O)c2ccc(Cl)cc2)CCN1C(=O)c1ccccc1CCc1ccccc1 (stereo unspecified) | -11 | 6 | -4 | 1 | -8 | 14 | -1 | -10
Cn1c(Cn2c(=O)sc3ccccc32)nnc1SCc1cccc(F)c1 | -8 | 1 | -2 | 0 | 3 | 2 | 1 | -1
CN(C(=O)CSc1nncn1-c1ccccc1)c1ccccc1 | 9 | 0 | 6 | . | -7 | 1 | -2 | .
COC(=O)c1c(CSc2ccc(Cl)cc2)noc1C(=O)NCc1ccco1 | -9 | 0 | 3 | -1 | -9 | -1 | -3 | -7
COC(=O)c1c(C)oc(C)c1S(=O)(=O)NCC1CC1 | -1 | -1 | -3 | -6 | -4 | 15 | 97* | -1
COc1cccc(-c2cc(N3CCN(C(=O)c4ccoc4)CC3)n3nc(-c4cccc(Cl)c4)cc3n2)c1 | 38 | -1 | -3 | -1 | 7 | . | -2 | .
Cc1ccc(C)c(N2N=C(C(=O)N(CC(C)C)c3c(N)n(Cc4ccccc4)c(=O)[nH]c3=O)CCC2=O)c1 | -1 | 10 | -1 | 2 | . | -6 | . | .
C[C@@H]1CN([C@@H](C)CO)C(=O)c2cc(NC(=O)C3CC3)ccc2O[C@@H]1CN(C)Cc1ccccc1 | -14 | -1 | . | 0 | -8 | 8 | 11[16.7 µM] | -10
CCCOC(=O)c1ccc(S(N)(=O)=O)o1 | 6 | . | 0 | 1 | . | -31 | -4 | 11
Cc1cc(C)c(C(=O)c2cccs2)c(C)c1 | 4 | 2 | -11 | 1 | -10 | -3 | . | 3

Pulled by compound from the entries so far, three records:
SMILES | PAX8 reporter | CASP6 VEID inh | FN deposition inh | Cneo AK release | EWS-Fli block | LGR2 antag | miR-122 sensor | PGC1a acetyl inh
CC(C)N(CCc1ccncc1)C(=O)Nc1ccc(F)cc1 | 8 | -1 | 0 | -6 | -3 | -15 | -9 | -16
CC1(C(=O)NS(=O)(=O)c2ccc(Cl)cc2)CCN1C(=O)c1ccccc1CCc1ccccc1 (stereo unspecified) | -11 | 6 | -4 | 1 | -8 | 14 | -1 | -10
Cc1cc(C)c(C(=O)c2cccs2)c(C)c1 | 4 | 2 | -11 | 1 | -10 | -3 | . | 3

Further results follow.
SMILES | PAX8 reporter | CASP6 VEID inh | FN deposition inh | Cneo AK release | EWS-Fli block | LGR2 antag | miR-122 sensor | PGC1a acetyl inh
COCCn1c(SCc2nnc(-c3ccc(OC)c(OC)c3)o2)nnc1-c1ccncc1 | 18 | 0 | -7 | -1 | 3 | -7 | 1 | -1
Cc1ccc(S(=O)(=O)N(C)C[C@H]2Oc3ccc(NC(=O)Nc4ccccc4)cc3C(=O)N([C@H](C)CO)C[C@@H]2C)cc1 | 8 | 3 | . | 2 | -4 | -5 | -2[16.7 µM] | -1
O=C(Nc1nncs1)C12CC3CC(CC(Cl)(C3)C1)C2 | 7 | 3 | -4 | -2 | 1 | -14 | -2 | 4
CC1CCCCC1NC(=O)C1CCN(c2c3c(nc4ncnn24)CCC3)CC1 (stereo unspecified) | -6 | 2 | 3 | 5 | 12 | -4 | . | .
CC(NC(=O)COC(=O)c1ccccc1O)c1ccccc1 (stereo unspecified) | -25 | 0 | 0 | -14 | 3 | -2 | -6 | 0
O=C(CC1(c2ccc(Cl)cc2)C2CC3CC(C2)CC1C3)NCCO (stereo unspecified) | -21 | -2 | 7 | . | -6 | 1 | . | 2
CC(=O)c1ccc(N2CCN(C(C)C(=O)Nc3ccc4c(c3)OCCO4)CC2)cc1 (stereo unspecified) | -7 | 2 | -3 | -1 | -2 | -6 | 2 | -2
Cc1ccsc1C(=O)OCC(=O)N1CCc2ccccc2C1 | -104 | -3 | 7 | -7 | 9 | -11 | -10 | 0
C=C(CCO)C1=CCN(S(=O)(=O)C(C)(C)C)[C@@H]1CCO | -3 | 2 | -4 | 13 | -4 | 9 | -2 | 4
CSc1nc(N)n2nccc2n1 | -10 | 2 | -4 | . | 4 | -4 | . | .
COc1cc(C(=O)OC2CCN(C)CC2)cc(OC)c1OC | -5 | . | 1 | -2 | . | . | 11 | -2
CC=Cc1ccc2n(c1=O)C[C@@H]1[C@@H](CO)[C@H](C(=O)NCCC)N(C(=O)CC)[C@H]21 (mixture of isomers) | -2 | 0 | . | -2 | -1 | 6 | 4[16.7 µM] | 0
O=C(O)Cc1csc(-c2ccc(F)cc2)n1 | -14 | 2 | -9 | -2 | -11 | 10 | -1 | 6
CCCc1c(-c2ccccc2Br)ncn1Cc1ccccc1OC | 40 | 3 | -4 | . | 17 | -2 | . | .
Cc1noc(C)c1S(=O)(=O)N(C)C[C@H]1OCCCC[C@H](C)Oc2ccc(NS(=O)(=O)c3cn(C)cn3)cc2C(=O)N([C@@H](C)CO)C[C@@H]1C | -28 | -1 | -5 | 3 | 4 | 10 | 2[16.7 µM] | -1
COc1ccc(S(=O)(=O)N(C)C[C@@H]2Oc3ccc(NC(=O)Cn4cnnn4)cc3C(=O)N([C@@H](C)CO)C[C@@H]2C)cc1 | . | 3 | -5 | 3 | 3 | 4 | 5[16.7 µM] | -6
CC(C)C#Cc1ccc2c(c1)O[C@H](CN(C)C(=O)c1cccnc1)[C@@H](C)CN([C@H](C)CO)S2(=O)=O | . | -2 | . | 1 | -3 | 9 | 4[16.7 µM] | -4
COc1ccc(NC(=O)CCNC(=O)Cn2cnc3ccccc3c2=O)cc1OC | -4 | 1 | 3 | 0 | 2 | 5 | . | .
Oc1ccccc1N1CCN(c2ccc3ccccc3n2)CC1 | -197 | -2 | 12 | -3 | -94 | -80 | 2 | -14
COc1ccc(Cc2n[nH]c(=S)n2NC(=O)Nc2ccc(C)cc2)cc1 | -49 | 0 | 4 | -6 | -80 | -71 | -3 | .
COCC(=O)Nc1ccc2c(c1)C(=O)N(C)[C@@H]1CC[C@H](CC(=O)NCc3ccc(OC)cc3)O[C@H]1CO2 | -4 | . | 3 | -4 | 5 | 0 | -4[16.7 µM] | 5
COc1ccc(NS(=O)(=O)c2ccc(C)c(C(=O)N3CCC3)c2)cc1 | 0 | -9 | 2 | 0 | 6 | 6 | 7 | 4
Cc1nc2[nH]c(=O)c3c(n2n1)NC1=C(C(=O)CC(C)(C)C1)C3c1ccccc1 (stereo unspecified) | 12 | . | -2 | 0 | . | . | -25 | 84*
CCCC(=O)Nc1ccc(NCc2ccc(C)s2)cc1 | -15 | -3 | 2 | -1 | -17 | -3 | -1 | -10
Cn1c2ccccc2c2cc(C(=O)OCC(=O)N3CC(=O)Nc4ccccc43)sc21 | . | . | . | 3 | . | -4 | 15 | -1
O=C(C[C@@H]1C=C[C@@H](NC(=O)c2ccccc2)[C@@H](CO)O1)Nc1ccc(-c2ccccc2)cc1 | 6 | 1 | -1 | -3 | -2 | -1 | . | -6
Cc1sc2ncn(CC(=O)NCCc3ccccc3)c(=O)c2c1C | -3 | . | 1 | 2 | . | . | -6 | -3
CCOc1ccc(NC(=O)CCNC(=O)C2CCN(S(=O)(=O)c3ccccc3)CC2)cc1 | 3 | -2 | 6 | 1 | -2 | 4 | -4 | 4
Cc1sc2ncn(CC(=O)N3CCC(C(N)=O)CC3)c(=O)c2c1S(=O)(=O)N1CC(C)CC(C)C1 (stereo unspecified) | -5 | -2 | 3 | 0 | -10 | 10 | -5 | 12
CC(C)(C)OC(=O)NCc1ccc(CNC(=O)c2[nH]cnc2C(=O)N[C@@H](Cc2ccccc2)C(=O)OCc2ccccc2)cc1 | 16 | -3 | -5 | -1 | 3 | 25 | 1 | 6
CCOc1ccc(Nc2ccc3nonc3c2[N+](=O)[O-])cc1 | 2 | 0 | 5 | -3 | 4 | -6 | 0 | 19

Screening results from PubChem.
